NR2E3 ag-1: agonists of human NR2E3 nuclear receptor; Q9Y5X4; CHO-S Gal4-NCOR/VP16-NR2E3 two-hybrid, luciferase; inhibition of corepressor binding, % at 3.98 µM; actives 0.35% (n = 360,000); AID 602229;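 active = inhibition above the mean of all tested compounds plus 3 SD, cut at about 70% in these data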;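 note: 0% = DMSO with NR2E3 transfected cells and 100% = cells lacking NR2E3 construct; higher means lower luciferase signal from less NR2E3 corepressor binding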
Target sequence (Q9Y5X4 whole entry, looked up, the tested form may be a part): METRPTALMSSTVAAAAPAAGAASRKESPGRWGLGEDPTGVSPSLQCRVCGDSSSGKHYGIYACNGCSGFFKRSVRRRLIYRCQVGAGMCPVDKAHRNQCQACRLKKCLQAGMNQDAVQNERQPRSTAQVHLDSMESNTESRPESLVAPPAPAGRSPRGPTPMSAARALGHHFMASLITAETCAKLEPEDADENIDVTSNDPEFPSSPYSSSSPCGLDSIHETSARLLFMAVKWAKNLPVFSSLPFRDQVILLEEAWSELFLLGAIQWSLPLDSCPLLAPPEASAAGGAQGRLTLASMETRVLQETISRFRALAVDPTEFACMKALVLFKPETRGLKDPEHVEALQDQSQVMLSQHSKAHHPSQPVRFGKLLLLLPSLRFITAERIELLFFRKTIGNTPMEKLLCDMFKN
Vif inh: HIV Vif inhibition; HEK293T cells, Vif self-association by quenched fluorescence, imaging, 24 h; inhibition, % at 7.49 µM; actives 0.35% (n = 340,000); AID 602346; in the data active = inhibition above about 50%, passing the limit was not always enough; inconclusive = no clear call, values can overlap the other calls; inactive = below about 31%; note: some results filed as inactive read as strong as hits
CaV13 ICDI inh: Disruptors of the CACNA1D IQ motif to Ca2+-dependent inactivation inhibitor domain association, primary screening, Förster resonance energy transfer in intact living …. HEK cells, CFP/YFP FRET ICDI-IQ, plate reader, 10 min; percent FRET-ratio fall versus neutral wells. inhibition, % at 12.3 µM. actives 0.098% (n = 340,000). AID 743397;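 active = mean replicate inhibition of at least 30% and at least 1% of replicates passing that level; inconclusive = only one of the two criteria is met; inactive = neither criterion is met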;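 note: 0% = median of the neutral control wells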
hiPSC survival: increases survival of single human iPS cells | hiPSC single-cell survival, ATPlite luminescence; 100% = ROCK inhibitor wells, 0% = DMSO | survival enhancement, % at 20 µM | actives 0.044% (n = 360,000); in the data active = survival enhancement above about 18%;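 note: cells exposed to compounds for 16 hours before the ATP read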
aDG glyco up: increases alpha dystroglycan glycosylation; activation, % at 10 µM; Pro5-aDG cells, alpha-DG glycosylation AlphaScreen (IIH6); 0% Pro5, 100% B10-LARGE cell signal; actives 0.22% (n = 360,000); AID 624168;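 active = activation of at least 8% versus controls, or a plate z-score of at least 8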;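 note: Pro5 are CHO cells carrying HIG-tagged alpha-DG that lacks glycosylation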
Peg3 prom inh: Peg3 promoter activity inhibition. HeLa PEG-Prom luciferase reporter, luminescence, overnight. inhibition, % at 20 µM. actives 1.7% (n = 360,000). AID 588405;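 active = inhibition of at least 50% at 20 µM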
TRPM1 prom inh: MITF TRPM1 promoter inhibition in SK-MEL-5 cells. SK-MEL-5 TRPM1 promoter luciferase, 24 h. inhibition, % at 12.5 µM. actives 0.83% (n = 330,000);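 active = mean inhibition across replicates of 60% or more, whatever share of single replicates reaches that level; inconclusive = some that reach 60%, reason not given; inactive = mean inhibition across replicates below 60%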; note: values of inactives mirror those of a sister screen read the other way
NR2E3 ag-2: activates human photoreceptor nuclear receptor NR2E3; AID 2300; inhibition of corepressor binding, % at 4.78 µM; GST-NR2E3/biotin-RetCOR TR-FRET, 1536-well; actives 0.12% (n = 320,000);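 active = percent inhibition above the cutoff of mean plus 3 SD of all tested compounds, set per screening campaign, cut at about 20% in these data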;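 note: 0% = DMSO wells and 100% = biotin wells as full block of FRET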
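Format: 1536-well format; test system: GST-NR2E3 and biotin-RetCOR proteins; read-out basis: percent inhibition of TR-FRET ratio; timing: 5 h incubation at 4 °C; detection: time-resolved FRET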
HIF-2a block: inhibitors of HIF-2a | 786-0 RCC cells HIF-2a reporter, luciferase luminescence, overnight | actives 0.72% (n = 360,000) | inhibition, % at 18.8 µM;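 active = inhibition of the luminescence signal of 40% or more relative to plate controls, in a single-dose primary screen at 18.75 µM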
PDI turbidity: inhibitors of human protein disulfide isomerase. PDI insulin aggregation turbidity, A650, 90 min. inhibition, % at 10 µM. actives 0.052% (n = 350,000). AID 588391;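 active = mean inhibition across replicates of 30% or more, whatever share of single replicates reach that level; inconclusive = mean inhibition below 30% while every single replicate reaches 30%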;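 note: absorbance from insulin aggregation driven by PDI reduction with DTT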
Target sequence (P07237 whole entry, looked up): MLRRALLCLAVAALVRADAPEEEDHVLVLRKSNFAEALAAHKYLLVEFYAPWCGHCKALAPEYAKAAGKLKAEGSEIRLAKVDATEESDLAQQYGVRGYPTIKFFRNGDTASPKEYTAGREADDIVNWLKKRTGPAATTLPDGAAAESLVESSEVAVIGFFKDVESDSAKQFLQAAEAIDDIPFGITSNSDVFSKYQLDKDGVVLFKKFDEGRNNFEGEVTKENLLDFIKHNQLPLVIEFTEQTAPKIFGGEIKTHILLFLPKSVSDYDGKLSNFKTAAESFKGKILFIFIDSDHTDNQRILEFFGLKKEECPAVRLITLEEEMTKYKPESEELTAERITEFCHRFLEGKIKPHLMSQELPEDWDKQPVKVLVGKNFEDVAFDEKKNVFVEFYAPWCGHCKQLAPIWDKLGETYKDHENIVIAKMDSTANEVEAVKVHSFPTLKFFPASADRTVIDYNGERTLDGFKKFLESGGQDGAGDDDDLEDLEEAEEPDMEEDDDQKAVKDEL
Exocytosis inh: blocks lytic granule exocytosis; actives 0.66% (n = 360,000); TALL-104 LAMP-1 surface exposure, flow cytometry; cells stimulated with thapsigargin and PMA; inhibition, % at 10 µM;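 active = inhibition above about 55%, limit read from the data; inconclusive = no clear call, values can overlap the other calls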
* = called active by the depositor; u = inconclusive; x = not tested or not shown.

The line under a structure holds: Exocytosis inh	Vif inh	HIF-2a block	CaV13 ICDI inh	NR2E3 ag-2	hiPSC survival	TRPM1 prom inh	PDI turbidity	Peg3 prom inh	aDG glyco up	NR2E3 ag-1
- O=S(=O)(NCCN1CCOCC1)c1ccc(-c2ccc(S(=O)(=O)NCCN3CCOCC3)cc2)cc1
  -7	x	21	-17	-4	1.4	-12	1	15	0.0	-25
- CC1CCCC(NC(=O)C2N(CCCN3CCCC3)C(=O)C3C(C(=O)Nc4ccc(Cl)cc4)C4C=CC32O4)C1C (stereo unspecified)
  3	0	-1	-3	-4	-0.4	-6	-2	-8	0.0	0
- COc1ccc(C(=O)NCCc2ccc(C)cc2)cc1OC1CCN(C(C)=O)CC1
  -1	8	12	x	4	0.3	5	1	12	0.2	-2
- CCOC(=O)C1CCN(C(=O)Nc2ccc(NC(=O)C3CCN(C(=O)OCC)CC3)cc2)CC1
  2	1	-6	x	5	-0.5	15	-4	-7	0.1	14
- CN(c1ccccc1)S(=O)(=O)c1cccc(NC(=O)CN2C(=O)NC3(CCCC3)C2=O)c1
  -6	-10	7	-6	x	-0.3	4	-1	16	0.1	6
- CC(/C=N/NC(=O)c1cccs1)=C\c1ccco1
  -3	21	-177	-2	1	0.7	-73	0	-271	-0.5	-88
- Cc1ccn2c(=O)c(C(=O)O)cnc2c1
  2	5	21	-18	3	-0.4	3	8	18	0.2	0
- Cc1cccc(NC2=NCC(=O)N2Cc2cccs2)c1
  6	6	-3	-5	1	-2.2	-1	-5	-9	-0.1	7
- C#CCOc1c(Br)cc(/C=N/O)cc1OCC
  0	0	28	x	-3	2.2	-9	1	-14	0.2	-7
- O=C(O)c1ccc(NCc2ccncc2)cc1
  7	6	20	-5	3	-3.2	4	-7	0	0.1	-31
- N#CC1=C(N)N(c2ccccc2C#N)C2=C(C(=O)CCC2)C1c1ccsc1 (stereo unspecified)
  0	-7	-1	-6	-1	-1.8	14	0	24	0.0	-31
- O=C(COC(=O)CNC(=O)c1ccccc1)Nc1nnc(-c2ccccc2)o1
  -4	41	-8	-2	0	0.5	-7	0	11	0.0	3
- CCCOC(=O)c1ccc(NC(=O)CSC2=Nc3ccccc3C3CC=NN23)cc1 (stereo unspecified)
  1	-1	-11	x	0	-1.5	3	-2	-10	0.3	-9
- O=[N+]([O-])c1ccc(/C=N/n2c(C3CCCCC3)n[nH]c2=S)cc1
  -3	-13	9	-8	1	3.3	-7	15	24	0.2	1
- CC(NC(=O)c1ccc(CS(=O)(=O)c2cccc(C(F)(F)F)c2)o1)c1ccc2c(c1)OCCO2 (stereo unspecified)
  0	4	4	-5	0	-0.2	-3	-1	27	-0.3	-23
- CC(C)(C)c1nc(SCC(=O)Nc2nc3c(s2)CCCC3)c2ccccc2n1
  4	x	-5	-9	3	2.3	5	-9	29	-0.1	20
- O=C(Nc1ccn(C2CC(OC(=O)c3ccccc3)C(CO)O2)c(=O)n1)c1ccccc1 (stereo unspecified)
  -2	x	7	x	3	-1.8	5	-12	-6	-0.1	-21
- CCOc1ccc(S(=O)(=O)N2CCOCC2)c2ccccc12
  -5	-3	8	-5	-1	0.4	12	-11	24	-0.1	-8
- CCn1cc(CN2CCN(Cc3cccc(OC)c3)C(CCO)C2)c(C)n1 (stereo unspecified)
  5	-2	9	-18	5	-1.1	-3	-6	4	-0.3	9
- Cc1ccc(C)c(S(=O)(=O)N2CCN(C(=O)CSC(=S)N3CCCC3)CC2)c1
  4	-2	10	-2	-2	-0.2	9	4	-2	0.2	-19
- Cc1ccc(NC(=O)C2CCN(S(=O)(=O)c3ccc4c(c3)NC(=O)C(C)S4)CC2)c(Cl)c1 (stereo unspecified)
  3	-20	10	-2	-2	0.6	14	1	10	0.6	25
- CC(Sc1nnc(N)s1)C(=O)NCc1ccc2c(c1)OCO2 (stereo unspecified)
  -8	4	5	-2	-3	-0.6	1	3	-2	0.1	-12
- COc1ccc(NC(=O)C2=CCN(S(=O)(=O)c3ccccc3)CC2)cc1OC
  -7	0	6	-1	0	0.3	11	-2	-2	-0.2	6
- COc1ccc(C2CC(c3ccccc3)n3nc(NC(=O)c4cccs4)nc3N2)cc1 (stereo unspecified)
  -1	-8	16	x	0	2.2	-18	-4	22	-0.1	3
- O=C(Cn1cnc2c(nnn2-c2ccc(F)cc2)c1=O)N1CCCC1
  0	x	0	-4	-6	-2.3	12	11	9	-0.3	-1
- CCN(CC)S(=O)(=O)c1cccc(C(=O)NC(C(=O)Nc2nnc(C3CC3)s2)C(C)C)c1 (stereo unspecified)
  2	-10	-3	-8	4	1.8	8	-1	3	0.1	-1
- O=C(CN(Cc1ccccc1)S(=O)(=O)c1ccc(Br)cc1)NCc1ccco1
  1	4	12	-3	2	6.0	-1	6	17	0.1	0
- O=C(COC(=O)c1cc([N+](=O)[O-])ccc1NCCO)c1ccc(Cl)cc1
  -2	u	-3	-5	1	5.3	-4	5	28	0.3	-17
- CCOC(=O)C1=C(COC(=O)C(CC)Oc2ccccc2)NC(=O)NC1C (stereo unspecified)
  -1	21	9	-15	6	0.2	10	-2	9	-0.1	-1
- Cc1ccn2c(=O)nc(SCC(=O)Nc3ccc4c(c3)OCCO4)nc2c1
  10	9	-16	-3	-1	0.3	12	0	-17	-0.1	-15
- Cc1nn2c(-c3ccccc3)ccnc2c1-c1ccccc1
  0	-17	-236	-5	-3	-1.0	-88	-2	-286	-0.1	-74
- COc1cc(NC(=O)Cn2ncc3c2-c2ccccc2OC3)cc(OC)c1OC
  -2	x	1	-7	2	1.0	x	x	15	-0.3	-30
- Cc1ccc(S(=O)(=O)N(C)C)cc1NC(=O)COC(=O)Cc1cccs1
  8	10	16	-1	1	-0.1	8	-3	-9	0.4	-21
- Cc1ccc(NS(=O)(=O)c2ccc(Cl)s2)nc1
  -3	-11	3	x	-2	3.0	10	7	12	-0.3	-27
- Cc1nc(CC(=O)NNS(=O)(=O)c2cccc(Cl)c2Cl)cs1
  -21	31	1	-5	x	2.3	4	6	6	-0.3	5
- COc1ccc(NC(=O)C2C3C=CC4(O3)C2C(=O)N(CCCN2CCCC(C)C2)C4C(=O)NC2CCCCC2)cc1 (stereo unspecified)
  22	4	10	-8	8	-0.6	10	4	-4	0.0	-9
- COc1ccccc1C(=O)NCCC(=O)Nc1ccc(C)cn1
  1	-11	-44	-3	3	0.4	-8	-9	-23	0.0	-6
- CC(C)(C)OC(=O)N1CCN(C(=O)Nc2ccc3c(c2)OCCO3)CC1
  1	-4	-94	4	2	-0.9	-2	-3	-72	0.1	-27
- CC1=C(C(N)=O)S(=O)(=O)c2ccccc21
  0	3	12	-21	-1	-0.4	-5	7	-1	0.1	-15
- COc1ccccc1/C=C/c1onc(C)c1S(=O)(=O)N1CCC(C(=O)NC(C)C)CC1
  1	-6	-5	-3	-3	-3.9	2	x	20	0.0	-2
- COc1cccc(-c2csc(N3CCN(CC(=O)NNC(=O)c4ccco4)CC3)n2)c1
  -1	-4	3	-5	3	0.3	-2	-10	3	-0.1	10
- COC(=O)C1=C(C(=O)OC)[C@@H]2N(C)c3ccccc3[C@@]23C[C@@H](C(=O)OC)N(C(=O)c2cccs2)C3=N1
  4	x	6	-11	-2	-1.9	0	5	36	-0.3	-7
- O=C(CN1C(=O)C2C3C=CC(C3)C2C1=O)NC1CCCc2ccccc21 (stereo unspecified)
  0	11	13	-4	1	-0.4	0	-1	15	-0.1	-7
- COc1cccc(CN(c2ccccc2C(=O)O)S(=O)(=O)c2ccc(C)cc2)c1
  -21	5	9	-6	x	4.6	-9	2	12	0.1	5
- COC(=O)[C@@H]1[C@@H](C#N)C2(c3ccccc3-c3ccccc32)N(c2ccc(Cl)cc2)N1C#N
  9	12	64*	-2	-3	-3.1	38	-5	110*	-0.6	5

Record cards, as listed above:
Listed for `CCOC(=O)C1CCN(C(=O)Nc2ccc(NC(=O)C3CCN(C(=O)OCC)CC3)cc2)CC1` = Exocytosis inh: 2; Vif inh: 1; HIF-2a block: -6; CaV13 ICDI inh: x; NR2E3 ag-2: 5; hiPSC survival: -0.5; TRPM1 prom inh: 15; PDI turbidity: -4; Peg3 prom inh: -7; aDG glyco up: 0.1; NR2E3 ag-1: 14
Listed for `CN(c1ccccc1)S(=O)(=O)c1cccc(NC(=O)CN2C(=O)NC3(CCCC3)C2=O)c1` = Exocytosis inh: -6; Vif inh: -10; HIF-2a block: 7; CaV13 ICDI inh: -6; NR2E3 ag-2: x; hiPSC survival: -0.3; TRPM1 prom inh: 4; PDI turbidity: -1; Peg3 prom inh: 16; aDG glyco up: 0.1; NR2E3 ag-1: 6

Next part
The line under a structure holds: Exocytosis inh	Vif inh	HIF-2a block	CaV13 ICDI inh	NR2E3 ag-2	hiPSC survival	TRPM1 prom inh	PDI turbidity	Peg3 prom inh	aDG glyco up	NR2E3 ag-1
- N#Cc1ccccc1COc1cccc2c1CCCC2O (stereo unspecified)
  -11	-7	-3	-6	3	-0.3	-3	-5	-3	0.0	-31
- Cc1ccc(NC(=O)CN(C)C(=O)COC(=O)COc2ccc(C#N)cc2)cc1
  -10	2	18	-6	5	-0.5	6	3	6	0.1	17
- CN(C(=O)c1ccc(NC(=O)c2ccco2)cc1)c1ccccc1
  -3	-3	-139	-6	-1	0.8	-37	9	-117	-0.1	-81
- CCC(=O)N1N=C(c2ccc(C)o2)CC1c1ccc(N(C)C)cc1 (stereo unspecified)
  -2	-1	-72	-4	-2	0.3	-4	0	-40	0.0	-19
- CC1(C)CC(=O)C=C(Nc2ccccc2)C1
  -5	-1	9	-19	-4	-0.3	-4	-4	11	-0.2	-22
